E-selectin induc: induces E-selectin expression in human endothelial cells | P16581 | HUVEC E-selectin immunofluorescence imaging; normalized: neutral wells 0, TNF-alpha wells 100 | activation, % at 7.58 µM | 0.37% of 260,000 active;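 active = mean E-selectin-positive cell signal at least 10% of the positive control, reached in at least 60% of replicates, without over 20% cell loss; inconclusive = no rule given, readout overlaps actives, possibly toxicity-flagged; inactive = the rest, including those meeting only one limit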;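 also: in these data hits start at about 27%; measured in HUVEC primary endothelial cells; signal is the percent of cells scored E-selectin positive by PE staining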
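material = human umbilical vein endothelial cells (HUVEC), E-selectin induction | quantity = 3,000 cells/well | medium = EGM-2 growth medium on 0.1% gelatin-coated wells | technique = immunofluorescence imaging | read-out basis = % PE-positive cells | control set = TNF-alpha positive control, DMSO neutral control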
DENV2 CPE: DENV2-induced cell death inhibition; DENV2-infected cells, cytopathic effect rescue, plate reader; CPE inhibition, % at 9.99 µM; 1.7% of 350,000 active; AID 651640; in the data active = CPE inhibition above about 20%, passing the limit was not always enough; inconclusive = no clear call, values can overlap the other calls; tested in BHK-21 cells;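 also: 0% = median of neutral control wells and 100% = median of positive control wells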
F508del corr: CFTR F508del correction in bronchial cells; CFBE cells, YFP halide quenching; stimulated with forskolin plus potentiator P3; % fluorescence drop versus neutral controls; activity (quench increase), % at 7.58 µM; 0.36% of 350,000 active; AID 720511;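 active = mean added fluorescence quench of at least 8% versus neutral control, with both replicates also reaching 8%; inconclusive = only one of the mean or replicate conditions met; inactive = mean below 8% and not both replicates reaching 8%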;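 also: cells transiently co-express mutant CFTR-F508del with the halide-sensitive YFP; corrector assay measuring rescue of mutant channel to the surface after 24 h compound exposure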
RAD54 branch: blocks human RAD54 Holliday junction branch migration; Q92698; FAM/BHQ fluorescence; inhibition, % at 10.4 µM; 0.14% of 360,000 active; AID 602329;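 active = mean normalized replicate activity at least 40 and at least half of replicates scoring 40 or more; inconclusive = only one of the two criteria met; inactive = mean below 40 and under half of replicates reaching 40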;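 also: 0% = median of neutral control wells and 100% = median of positive control wells; inhibitors cause a drop in the FAM fluorescence signal; in these data hits start at about 50%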
Target sequence (Q92698 whole entry, looked up): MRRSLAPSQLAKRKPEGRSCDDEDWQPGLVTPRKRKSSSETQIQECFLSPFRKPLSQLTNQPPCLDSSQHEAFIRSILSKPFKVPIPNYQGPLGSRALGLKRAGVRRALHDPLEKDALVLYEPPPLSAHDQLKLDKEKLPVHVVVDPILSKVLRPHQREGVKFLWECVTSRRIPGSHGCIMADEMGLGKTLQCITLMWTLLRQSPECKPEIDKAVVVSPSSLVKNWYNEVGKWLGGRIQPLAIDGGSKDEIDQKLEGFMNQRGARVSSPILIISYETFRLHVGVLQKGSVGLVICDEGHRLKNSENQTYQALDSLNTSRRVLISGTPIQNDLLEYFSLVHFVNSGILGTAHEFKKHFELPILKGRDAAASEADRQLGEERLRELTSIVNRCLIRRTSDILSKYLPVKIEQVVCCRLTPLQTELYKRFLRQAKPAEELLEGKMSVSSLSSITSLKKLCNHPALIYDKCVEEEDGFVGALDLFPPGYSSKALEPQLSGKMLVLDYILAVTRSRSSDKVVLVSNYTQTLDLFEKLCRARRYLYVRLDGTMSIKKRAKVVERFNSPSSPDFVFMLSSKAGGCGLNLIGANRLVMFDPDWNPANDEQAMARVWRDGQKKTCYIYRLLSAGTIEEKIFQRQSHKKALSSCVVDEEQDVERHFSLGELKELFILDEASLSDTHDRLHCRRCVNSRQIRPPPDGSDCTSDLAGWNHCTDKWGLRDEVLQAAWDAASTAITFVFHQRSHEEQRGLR
XiGFP reactiv: activators of X-chromosome reactivation in mouse fibroblasts; XiGFP mouse fibroblasts, % GFP-positive cells imaging, 3 d; cells co-treated with 5-aza-dC sensitizer; scaled so ellipticine positive control = 100%; activation, % at 7.58 µM; 0.055% of 360,000 active; AID 743238;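 active = mean normalized replicate activation at least 10% and every replicate at or above 10%; inconclusive = only one of the two criteria met; inactive = mean below 10% and not all replicates reach 10%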;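 also: 0% = median of on-plate neutral control wells and 100% = ellipticine 6 µM median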
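Assay system – SV40-immortalized XiGFP fibroblast cells, line 68-5-11 · Buffer or medium – DMEM supplemented with 5-aza-dC as sensitizing agent · Dosing – one concentration, pinned · Benchmarks – positive control ellipticine, 6 µM final · Times – 3 days compound exposure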
Casp6 inh: inhibitors of human caspase-6; P55212; purified caspase-6, Z-VEID-R110 cleavage fluorescence; inhibition, % at 12.5 µM; 0.53% of 350,000 active; AID 686996;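 active = mean inhibition across replicates at least about 35%, with every replicate also reaching that limit, limit read from the data; inconclusive = only one of the two criteria met; inactive = neither criterion met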;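 also: 0% = median of neutral control wells and 100% = no fluorescence left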
Target sequence (P55212 24-179 limits assumed): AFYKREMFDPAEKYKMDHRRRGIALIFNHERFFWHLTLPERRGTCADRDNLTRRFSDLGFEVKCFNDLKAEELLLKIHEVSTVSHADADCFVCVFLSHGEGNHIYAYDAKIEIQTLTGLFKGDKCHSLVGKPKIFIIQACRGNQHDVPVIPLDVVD
Target sequence (P55212 194-293 limits assumed): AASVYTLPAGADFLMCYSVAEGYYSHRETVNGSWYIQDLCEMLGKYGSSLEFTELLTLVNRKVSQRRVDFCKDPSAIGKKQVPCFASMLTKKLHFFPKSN
RAD52 anneal inh: blocks human RAD52 DNA annealing | recombinant RAD52 DNA annealing, FRET fluorescence | inhibition, % at 18.7 µM | 0.46% of 360,000 active | AID 651710;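 active = every replicate showing at least 50% inhibition; inconclusive = mean inhibition at least 50% but not in every replicate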
INS-1E GSIS act: GLuc luminescence reporter in INS-1E cells, primary screen for activators of glucose-dependent secretion of insulin. INS-1E GLuc reporter insulin secretion, 2-3 h. activation, % at 16.6 µM. 0.61% of 370,000 active. AID 743287;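 active = lowest replicate activation of at least 40%, so every replicate reaches that level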;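 also: 0% = median of neutral control wells and 100% = median of IBMX positive control wells; some compounds called inactive have numbers as strong as hits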
Numbers without * were called inactive; ? = inconclusive; . = no result given. An unsorted share of the library; overall some 3.7% were active at least once.

Compound	E-selectin induc	DENV2 CPE	F508del corr	RAD54 branch	XiGFP reactiv	Casp6 inh	RAD52 anneal inh	INS-1E GSIS act
O=S(=O)(N[C@@H]1CC[C@H](CCn2cc(-c3cccc(F)c3)nn2)O[C@@H]1CO)c1ccc(Cl)cc1	-0.8	7	0.3	-1	0.0	0	-25	-28
CCOC(=O)C1=C(c2ccccc2)NC(=O)NC1c1cccc(OC)c1OC (centres undefined)	.	-3	1.2	.	0.4	-3	-1	.
Cc1ccc(NS(=O)(=O)c2cc(C(=O)NCc3cccnc3)ccc2C)cc1	0.8	-1	2.5	-10	-0.1	-3	-3	-1
CCCCn1c(N)c(N(CC(C)C)C(=O)C2CCN(S(=O)(=O)c3ccc(Cl)cc3)CC2)c(=O)[nH]c1=O	.	-3	5.1	-5	0.2	3	-11	-8
CN(C)C(=O)C[C@@H]1CC[C@H](NC(=O)C2CCOCC2)[C@@H](CO)O1	-0.3	2	1.3	-2	0.1	-2	-3	5
O=S(=O)(NC(=NCc1ccccc1)c1ccccc1F)c1ccccc1	.	?	-1.9	0	0.0	8	7	2
C#CCOCC1CN(C)C(=O)O1 (centres undefined)	-0.1	5	1.7	2	0.0	-1	-16	11
C[C@@H]1CN([C@H](C)CO)C(=O)Cc2cc(NC(=O)Nc3cccc4ccccc34)ccc2O[C@H]1CN(C)S(=O)(=O)c1ccc(F)cc1	2.0	-14	-4.3	-4	0.0	4	2	-4

Compound	E-selectin induc	DENV2 CPE	F508del corr	RAD54 branch	XiGFP reactiv	Casp6 inh	RAD52 anneal inh	INS-1E GSIS act
Cc1cccc(-n2c(-c3ccc(Br)o3)n[nH]c2=S)c1	.	-4	1.8	.	-0.2	3	-10	2
COc1ccc(CN(C)C[C@@H]2Oc3c(NC(=O)c4ccc(-c5nccs5)cc4)cccc3C(=O)N([C@H](C)CO)C[C@H]2C)cc1	.	4	-4.3	5	2.0	-1	10	-28
Cc1c(NC(=O)c2ccc(NS(=O)(=O)c3cccc([N+](=O)[O-])c3)cc2)c(=O)n(-c2ccccc2)n1C	-0.1	-6	2.7	-1	-0.1	2	-9	3
CCc1c(OC(C)=O)c2ccccc2n(C)c1=O	.	4	2.2	-4	0.0	-1	-3	.
CN(C(=O)COC(=O)CCC1CCCCC1)c1c(N)n(Cc2ccccc2)c(=O)[nH]c1=O	0.0	2	3.0	2	-0.1	-5	-8	-16
O=[N+]([O-])c1cccc(C=NNC(=S)NC23CC4CC(CC(C4)C2)C3)c1	0.1	6	-5.8	.	0.1	0	-1	2
Cc1cc(F)ccc1NC(=O)c1cnccn1	1.1	8	0.1	-5	0.1	-2	-4	-6
CC1CCN(CCn2c(=S)[nH]c3cc4c(cc3c2=O)OCO4)CC1	-0.1	0	1.0	14	-0.1	3	4	14

Compound	E-selectin induc	DENV2 CPE	F508del corr	RAD54 branch	XiGFP reactiv	Casp6 inh	RAD52 anneal inh	INS-1E GSIS act
Cc1ccc(-c2cnc3c(c2)C(=O)N([C@@H](C)CO)C[C@@H](C)[C@H](CN(C)S(C)(=O)=O)O3)cc1	0.1	7	-0.8	2	-1.3	1	-7	7
O=C(CCCN1C(=O)/C(=C/c2cccs2)SC1=S)NNC(=O)c1ccncc1	.	3	2.7	.	0.0	-2	-22	2
O=C(Nc1nc2ccc(Cl)cc2s1)C1CC1	.	7	6.2	-2	0.1	-2	-11	38
NC1=NC(c2cn[nH]c2-c2ccc(F)cc2)n2c(nc3ccccc32)N1 (centres undefined)	3.6	-4	-3.3	.	0.0	1	-3	0
CC1CN(c2nc3ccccc3cc2-c2ccccc2)CC(C)O1 (centres undefined)	1.1	1	0.2	.	0.0	0	0	4
C[C@@H]1CCCCO[C@H](CN(C)C)[C@@H](C)CN([C@H](C)CO)C(=O)c2cc(NC(=O)Nc3ccc(F)cc3)ccc2O1	-0.1	8	0.5	0	-0.1	-2	11	3
Cc1ncc([N+](=O)[O-])n1CC(=O)N/N=C/c1ccccc1F	0.0	-9	-1.1	.	-0.1	0	-6	-8
O=C(CN1C(=O)NC2(CCCCC2)C1=O)Oc1ccc2c(C(F)(F)F)cc(=O)oc2c1	.	0	3.0	-6	0.1	4	-23	-9

Compound	E-selectin induc	DENV2 CPE	F508del corr	RAD54 branch	XiGFP reactiv	Casp6 inh	RAD52 anneal inh	INS-1E GSIS act
CO[C@H]1CN(C)C(=O)c2cc(NC(=O)NC(C)C)ccc2OC[C@H](C)N(C(=O)C2CCC2)C[C@@H]1C	0.0	-7	-1.9	0	0.2	.	-7	2
COc1ccc(CN2C(=NC(=O)c3ccccc3)SC3CS(=O)(=O)CC32)cc1 (centres undefined)	.	1	1.1	-1	2.0	-8	-4	13
C/C=C\C=C/C(=O)Nc1cccc(C2=NOC3(C2)C[C@@H](C(N)=O)N(C(=O)CCCCC)C3)c1 (some centres undefined)	.	-7	1.5	-2	0.0	-1	-17	.
O=C(Cn1nnc2ccccc21)OCC(=O)c1ccc(F)cc1	-0.2	3	-1.7	-13	0.1	0	-3	.
Cc1cc(C)nc(N2CCC(C(=O)NCC3CCCCC3)CC2)n1	.	-8	0.9	-15	.	-5	-11	.
CC(=O)Nc1cc(-c2ccccc2Cl)cn2c(-c3ccc(S(C)(=O)=O)cc3)cnc12	-0.2	?	-2.8	0	0.0	3	-34	-1
COc1cccc(N2C(=O)CN(Cc3ccccc3)C2=S)c1	0.5	0	1.0	0	0.0	2	3	-1
CN(C)CC(=O)Nc1ccc2c(c1)[C@H]1C[C@H](CC(=O)NCc3ccccc3F)O[C@@H](CO)[C@H]1O2	-0.5	.	-0.7	3	-0.1	.	.	5

Compound	E-selectin induc	DENV2 CPE	F508del corr	RAD54 branch	XiGFP reactiv	Casp6 inh	RAD52 anneal inh	INS-1E GSIS act
C#CCOc1ccc(/C=N/NC(=O)c2cccnc2)cc1OCC	-0.9	0	2.3	8	0.0	0	-8	10
CC(=O)N1[C@@H]2Cn3c(ccc(-c4ccccc4)c3=O)[C@H]1[C@@H](C(=O)N1CCCCC1)[C@@H]2CO	-0.1	-1	1.5	6	0.7	2	59*	5
Cc1ccc(C)c(NC2=C(Cl)C(=O)OC2OC(=O)c2ccco2)c1 (centres undefined)	.	5	-0.3	12	.	-5	-11	-7
O=C(NCc1ccc(Cl)cc1)C1CCCN(C(=O)c2ccc(Cl)cc2)C1 (centres undefined)	.	2	-0.9	0	0.2	0	-12	.
COc1ccc(C)cc1-n1c(C)cc(C=O)c1C	5.7	-2	-1.7	3	-0.1	0	-16	9
CCOC(=O)c1c(S(=O)(=O)NCC(=O)Nc2ccccc2OC)c(C)n(C)c1C	.	2	1.9	-7	0.0	-1	-9	13
COc1ccc(S(=O)(=O)Nc2ccc3c(c2)CC(=O)N([C@H](C)CO)C[C@@H](C)[C@@H](CN(C)S(=O)(=O)c2ccccc2)O3)cc1	0.0	-1	-0.3	-6	-0.6	.	.	8
Fc1ccc2cnc(-c3ccsc3)cc2c1	0.2	-4	2.2	.	0.0	-1	-12	8

Compound	E-selectin induc	DENV2 CPE	F508del corr	RAD54 branch	XiGFP reactiv	Casp6 inh	RAD52 anneal inh	INS-1E GSIS act
Cc1noc(C)c1NC(=O)N(C)C[C@H]1OCCCC[C@H](C)Oc2ccc(NC(=O)c3ccncc3)cc2C(=O)N([C@H](C)CO)C[C@@H]1C	-0.2	0	-0.2	10	1.7	0	-19	4
CNC[C@@H]1OCCCC[C@H](C)Oc2ccc(NC(=O)NC3CCCCC3)cc2C(=O)N([C@H](C)CO)C[C@@H]1C	-0.2	.	-1.2	.	-0.1	.	.	4
CN(Cc1ccccc1)C(=O)c1ccc(Nc2nc(C(N)Cc3ccc(C(F)(F)F)cc3)cs2)nc1 (centres undefined)	0.5	17	3.3	0	0.3	-2	-99	12
CC(Cc1cccs1)NC(=O)c1cccs1 (centres undefined)	.	4	-4.6	-10	0.0	0	-3	2
C[C@@H]1CN([C@@H](C)CO)C(=O)c2cc(C#Cc3ccccn3)cnc2O[C@@H]1CN(C)CC1CCOCC1	0.0	-2	0.4	-1	-0.5	1	-20	3
Cc1ccc(O)c(NC(=O)c2ccc3c(c2)C(=O)N(Cc2cccnc2)C3=O)c1	0.3	3	2.5	6	0.9	-15	-19	-9
Cc1nc(SCCC(=O)O)c2ccccc2n1	.	8	1.5	-5	.	1	6	22
C[C@H]1CN([C@@H](C)CO)S(=O)(=O)c2ccc(-c3cccnc3)cc2O[C@H]1CN(C)C(=O)c1ccc2c(c1)OCO2	0.1	6	1.0	7	-1.1	1	5	6

Compound	E-selectin induc	DENV2 CPE	F508del corr	RAD54 branch	XiGFP reactiv	Casp6 inh	RAD52 anneal inh	INS-1E GSIS act
O=C(CO/N=C/c1ccccc1OC(F)F)NC1CCCCC1	.	7	.	-5	0.1	2	-4	6
C[C@H]1CN([C@@H](C)CO)C(=O)c2cc(NC(=O)Nc3cccc4ccccc34)ccc2O[C@H]1CN(C)C(=O)NC1CCCCC1	0.0	7	-0.6	15	-0.2	4	-17	-18
Cc1cc(C(=O)NC2CCC(C)CC2)c(C)o1 (centres undefined)	-0.1	-3	1.4	2	-0.2	1	-12	-10
CCOC(=O)N1CCN(S(=O)(=O)c2ccc(C(=O)N(CCCN(C)C)c3nc4ccc(Cl)cc4s3)cc2)CC1	.	-2	-2.3	5	0.2	13	16	-68
Cc1cccn2c(=O)c3cc(C(=O)N4CCCC(C)C4)sc3nc12 (centres undefined)	0.6	3	-2.0	-15	0.0	0	5	6
CC1=C(CC(=O)O)c2cc(F)ccc2C1=Cc1ccc(S(C)(=O)=O)cc1	1.1	7	-0.3	-2	0.2	.	-17	.
COc1cccc(N2[C@@H](CC(=O)O)c3ccccc3S2(=O)=O)c1	0.0	-10	4.5	-26	0.0	8	3	-1
CCOc1ccccc1N1CC(C(=O)Nc2ccc(S(=O)(=O)N3CCCCC3)cc2)CC1=O (centres undefined)	-1.1	4	-1.8	1	0.1	1	-14	22

Compound	E-selectin induc	DENV2 CPE	F508del corr	RAD54 branch	XiGFP reactiv	Casp6 inh	RAD52 anneal inh	INS-1E GSIS act
Cc1ccc2cc(NC(=O)Cc3ccccc3)ccc2n1	4.3	-3	-4.0	-7	0.4	0	-29	3
O=C1CSC(c2ccccc2[N+](=O)[O-])N1c1cccc(F)c1 (centres undefined)	-0.2	-2	-2.0	-5	0.1	3	-6	1
C1CC1Cc1noc(CN2CCN(C3C4CC5CC(C4)CC3C5)CC2)n1 (centres undefined)	0.0	-6	2.2	.	0.5	-3	-19	-7
CC(C)C#Cc1ccc([C@H]2[C@@H](CO)N3C(=O)CN(C(=O)Cc4ccccc4)C[C@@H]23)cc1	0.0	2	1.3	.	0.0	1	5	-11

Screening data (PubChem BioAssay)
